Assay outcomes from PubChem.
TEAD-YAP block: TEAD-YAP interaction inhibition, primary screen, TEAD-YAP interaction inhibitor project, luminescence, HEK-TIYL cells; TEAD-Gal4/YAP UAS-luciferase luminescence; AID 1259422, 2018; inhibition, % at 9.12 µM; 640,000 tested, 1.4% active; in the data active means inhibition above about 32%;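 further: 0% = median of test compound wells and 100% = reference inhibitor wells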
MITF inh: MITF inhibitors, primary screen, biochemical, AlphaScreen, human | Microphthalmia-associated transcription factor (Homo sapiens), O75030 | AlphaScreen MITF homodimerization, bead proximity signal | inhibition, % at 2.6 µM | 650,000 tested, 0.91% active; in the data active means inhibition above about 50%;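 further: 0% = vehicle wells with protein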
FBW7 act: FBW7 E3 ligase activators, primary screen, biochemical, AlphaScreen, human. F-box/WD repeat-containing protein 7 (Homo sapiens), Q969H0. AlphaScreen FBW7–phospho-cyclin E peptide binding, activator screen. normalized activity (activation), % at 26.1 µM. 650,000 tested, 0.13% active. AID 1259310, 2017; in the data active means normalized activity above about 1.9%;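 further: purified mutant Fbw7 with reduced substrate affinity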
Target sequence (Q969H0 whole entry, looked up): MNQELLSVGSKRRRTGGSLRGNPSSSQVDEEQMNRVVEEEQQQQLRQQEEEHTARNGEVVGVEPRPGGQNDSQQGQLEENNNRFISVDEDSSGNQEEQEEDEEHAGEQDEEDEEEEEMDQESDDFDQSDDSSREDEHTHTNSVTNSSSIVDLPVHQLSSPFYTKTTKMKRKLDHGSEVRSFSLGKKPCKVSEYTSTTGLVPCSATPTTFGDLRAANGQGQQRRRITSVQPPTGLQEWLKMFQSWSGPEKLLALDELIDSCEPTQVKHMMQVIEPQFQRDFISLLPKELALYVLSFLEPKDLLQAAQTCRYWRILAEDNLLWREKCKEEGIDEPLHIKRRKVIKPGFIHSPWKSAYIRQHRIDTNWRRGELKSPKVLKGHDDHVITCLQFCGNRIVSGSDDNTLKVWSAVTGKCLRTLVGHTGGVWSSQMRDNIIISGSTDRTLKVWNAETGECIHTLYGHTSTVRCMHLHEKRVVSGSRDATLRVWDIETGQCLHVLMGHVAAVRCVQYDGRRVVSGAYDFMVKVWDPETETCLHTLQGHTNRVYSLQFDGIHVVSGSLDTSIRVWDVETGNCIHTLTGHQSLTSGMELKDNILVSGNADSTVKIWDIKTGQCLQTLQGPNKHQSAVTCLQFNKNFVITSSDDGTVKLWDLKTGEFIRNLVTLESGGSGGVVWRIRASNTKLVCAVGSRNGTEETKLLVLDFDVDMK
GPR151 activ: activators of human GPR151, primary screen, cell-based, PathHunter beta-arrestin, luminescence | G-protein coupled receptor 151 (Homo sapiens), Q8TDV0 | PathHunter beta-arrestin GPR151 cells | activation, % at 11.2 µM | 650,000 tested, 1% active | AID 1508602, 2020; in the data active means activation above about 4.9%;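 further: 0% = median of compound wells and 100% = cells with positive control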
* = called active by the depositor; x = no result given; & = joins results of further samples.

SMILES | TEAD-YAP block | MITF inh | FBW7 act | GPR151 activ
COc1ccc(-n2c(=S)[nH]c3cc(C(=O)NC4CCCC(C)C4C)ccc3c2=O)cc1 (stereo not drawn) | -8 | -4 | 0.0 | 0.6
CC(=O)C1=C(O)C(=O)N(Cc2ccco2)C1c1ccccc1 (stereo not drawn) | -1 | 15 | 0.4 | -0.5
COc1ccccc1CCNC(=O)c1cc2c(=O)n3ccccc3nc2n1C | 0 | 13 | 0.0 | -0.1
N#Cc1ccc(-c2nnnn2-c2ccc3c(c2)OCO3)cc1 | -4 | -3 | -0.1 | -0.1
NC(=O)c1cc(-c2ccc(Br)cc2)no1 | -22 | -12 | -0.1 | 0.7
COc1ccc(/C=C(\C#N)C(=O)Nc2ncc(Cc3ccc(OC)cc3)s2)cc1 | 3 | 4 | -0.2 | 1.1
CCOc1cccc(CN2CCC(n3nccc3NC(=O)C3CC3)CC2)c1O | 3 | -14 | 0.1 | -0.4
CC(C)=CCN1CCC2(CCC(CNC(=O)c3cnsn3)O2)CC1 (stereo not drawn) | -7 | 5 | 0.1 | 1.8
COc1ccc(-c2cn(S(=O)(=O)c3ccc(Cl)cc3)nc2N)cc1 | -5 | 12 | -0.1 | -2.6
CC(C)C(c1nnnn1C(C)C)N1CCN(c2cccc(Cl)c2)CC1 (stereo not drawn) | -2 | -24 | 0.0 | -0.3

Entries above that contain a Cl atom:
SMILES | TEAD-YAP block | MITF inh | FBW7 act | GPR151 activ
COc1ccc(-c2cn(S(=O)(=O)c3ccc(Cl)cc3)nc2N)cc1 | -5 | 12 | -0.1 | -2.6
CC(C)C(c1nnnn1C(C)C)N1CCN(c2cccc(Cl)c2)CC1 (stereo not drawn) | -2 | -24 | 0.0 | -0.3

Random excerpt: 2 compounds from above, in no set order.
SMILES | TEAD-YAP block | MITF inh | FBW7 act | GPR151 activ
COc1ccc(-c2cn(S(=O)(=O)c3ccc(Cl)cc3)nc2N)cc1 | -5 | 12 | -0.1 | -2.6
COc1ccc(/C=C(\C#N)C(=O)Nc2ncc(Cc3ccc(OC)cc3)s2)cc1 | 3 | 4 | -0.2 | 1.1

The listing continues:
SMILES | TEAD-YAP block | MITF inh | FBW7 act | GPR151 activ
Cn1c(=O)n(CC(=O)NCc2cccs2)c2cccnc21 | -7 | -8 | 0.3 | -0.7
O=C(NC(O)C(=O)c1cccs1)c1ccccc1 (stereo not drawn) | -2 | -3 | 0.0 | -2.3
CCCNC(=O)C(=O)N/N=C/c1ccccc1F | -2 | -5 | -0.2 | 2.0
Cc1ccc2nc(-c3ccc(NC(=S)NC(=O)c4ccc(S(=O)(=O)N5CCCC5)cc4)cc3)sc2c1 | -29 | 7 | 0.1 | 0.7
COc1cccc([C@@H]2Oc3ccc(Br)cc3C(=O)C2OC(=O)N[C@H]2CCCc3ccccc32)c1 (stereo partly drawn) | x | -9 | -0.1 | 0.0
CC1=C(C(=O)OCc2ccccc2)C(c2ccsc2)C(C#N)=C(N)O1 (stereo not drawn) | -2 | 0 | -0.1 | 1.3
O=C(CN1CCCCCC1)N/N=C/c1ccc2ccccc2c1 | -18 | 35 | -0.1 | 0.7
COc1ccc(C(=O)N/C(=C\c2ccc(F)cc2)C(=O)Nc2ccc(Cl)c([N+](=O)[O-])c2)cc1 | -5 | 1 | 0.0 | -1.9
CCOC(=O)C(NC(=O)c1ccc(N2CC3CC(C2)c2cccc(=O)n2C3)c(NC(=O)c2cccc(C(F)(F)F)c2)c1)C(=O)OCC (stereo not drawn) | 2 | 25 | 0.1 | -0.7
Cc1ccccc1Cc1c(C)nc2nc(SCc3cc(=O)n4c(C)cccc4n3)nn2c1C | -4 | 2 | -0.1 | -0.2
C/C(=N\NC(=O)Nc1ccccc1)c1ccc2ccccc2c1 | -12 | 17 | -0.1 | 0.4
CSc1nc(C)cc(C(F)(F)F)c1C#N | 5 | 2 | -0.1 | 0.1
COc1ccccc1-n1c(CNC(=O)COc2ccccc2)nnc1SCC(=O)N1CCc2ccccc21 | 15 | 11 | 0.6 | -0.3
O=C1NC(=O)N(c2cccc([N+](=O)[O-])c2)C(=O)/C1=C/c1ccc(O)c(Br)c1 | -3 | 22 | 0.1 | 1.6
CC(=O)Nc1ccc(Nc2nc(Nc3nccc4ccccc34)nc3c2ncn3-c2ccsc2)cc1 | 11 | 19 | 0.2 | 0.7
O=C(CN1CCSCC1)N/N=C/c1ccccc1Cl | -15 | 33 | -0.1 | -0.9
CCOC(=O)c1ccc(NC(=O)/C(C#N)=C/c2cccc([N+](=O)[O-])c2)cc1 | 4 | 13 | 0.1 | -0.2
COC(=O)c1sc2ccccc2c1NC(=O)C1CC1 | -4 | -4 | 0.1 | 0.3
COCCNC(=O)c1c(NC(=O)COc2ccccc2)sc2c1CCCC2 | 6 | 9 | -0.1 | 0.1
C#CCOc1c(I)cc(/C=C(\C#N)c2nn(-c3ccccc3)c(N)c2C#N)cc1OC | -10 | -2 | 0.0 | -1.7
CC(C)OC(=O)C(C)(C)Oc1ccc(C(=O)c2ccc(Cl)cc2)cc1 | 4&1&-11 | 13&14&-10&-14&-19&-10 | 0.4&-0.1&0.0&0.2&0.4 | 1.4&-1.5&-0.9&0.2&0.4&1.2
CC1CCCCC1NC(=O)c1ccc[nH]c1=S (stereo not drawn) | 2 | -14 | 0.0 | 0.5
CCOC(=O)C1CCCCN1Cc1cc(Br)cs1 (stereo not drawn) | -3 | 40 | -0.1 | 1.3
Cc1nc(SCC(=O)Nc2ccc([N+](=O)[O-])cc2)c2c(=O)n(C)c(=O)n(C)c2n1 | 14 | 4 | 0.0 | 0.7
COc1cc(Nc2nc(NCCN(C(C)C)C(C)C)c3ncn(C(C)C)c3n2)cc(OC)c1OC | -1 | 6 | 0.3 | 0.9
CC(C)c1ccc(NC(=O)c2ccc(F)c(S(=O)(=O)NC3CCCC3)c2)cc1 | 18 | -7 | -0.1 | -0.1
Cc1cc(C)n(-c2nnc(C)n2/N=C/c2cc(Cl)cc(Cl)c2O)n1 | -3 | -25 | 0.0 | -1.4
Cc1onc(-c2ccccc2)c1C(=O)Nc1ccc2c(c1)OCO2 | 11 | 5 | -0.1 | 0.4
Cc1ccc(S(=O)(=O)Nc2ccc(Cl)cn2)c(C)c1C | 7 | 5 | 0.0 | -0.5
c1cnc2ccc(Nc3nccc(Nc4ccc5c(c4)OCO5)n3)cc2c1 | 0 | 6 | 1.2 | 0.8
CCOC(=O)c1cc(CC)sc1NC(=O)CN1C(=O)NC2(CCc3ccccc32)C1=O (stereo not drawn) | -4 | -8 | 0.0 | 0.1
COc1ccc(C(C)=O)cc1COC(=O)C1COc2ccccc2O1 (stereo not drawn) | 3 | -3 | 0.0 | 0.2
C=CCSC1=C(C#N)C(c2ccc(OCC)cc2)CC(=O)N1 (stereo not drawn) | -2 | -15 | 0.8 | -0.7
COC(=O)C1=C(O)/C(=C\c2ccc(Cl)cc2Cl)N=C1C | -5 | 2 | -0.2 | -0.1
CCCOC(=O)C1=C(C)NC(=O)NC1c1ccc(CC)cc1 (stereo not drawn) | -16 | 7 | 0.0 | 0.2
NC(=O)C(=O)N/N=C/c1c[nH]c2ccc(Br)cc12 | 10 | -15 | 0.1 | 1.2
CC1=NNC(=O)C1CC(=O)N/N=C\c1ccc(OCc2ccccc2)cc1 (stereo not drawn) | -12 | 15 | 0.3 | -1.6
Cc1ccc2nc(-c3cccc(NC(=O)c4cc([N+](=O)[O-])ccc4Br)c3)oc2c1 | 7 | 12 | 1.2 | 0.3
CC(C)N1C(=O)S/C(=C/c2ccc(N(C)C)cc2)C1=O | -35 | -5 | 0.1 | 0.3
O=C(CCc1nnc2ccc(N3CCOCC3)nn12)NCc1ccccn1 | -7 | 6 | -0.1 | 0.2
Cc1c(C(=O)N2CCN(c3ccccc3)CC2)sc2ncn(CC(=O)N3CCCCC3C)c(=O)c12 (stereo not drawn) | 3 | 5 | 1.6 | 0.9
O=C(CN1CCCN(Cc2ccc(F)cc2Cl)C1=O)N1CCCC1 | -3 | -22 | -0.1 | 0.5
CCC(=O)N1CCc2cc(S(=O)(=O)CCC(=O)Nc3ccc(C(=O)OC)cc3)ccc21 | -1 | -3 | 0.1 | 0.2
CCC(=O)Nc1c(C(=O)OC)sc2ccccc12 | 4 | 12 | 0.1 | -1.4
O=C(Nc1cccc(F)c1)C1CCCN1C(=O)Nc1ccccc1 (stereo not drawn) | 3 | 9 | -0.2 | -0.1
Cc1cc2ccccc2c(=O)n1CC(=O)NCCCN1CC(C)CC(C)C1 (stereo not drawn) | 5 | -3 | 0.0 | -1.8
Cc1cccc(C)c1NC(=O)C(=O)NCC1CCCN1S(=O)(=O)c1ccccc1 (stereo not drawn) | 1 | 11 | 0.4 | -0.3
Cc1ccc(OCCCCN2C(=O)NC(C)(C)C2=O)c(I)c1 | 1 | -3 | 0.0 | -0.9
O=C(NCC1(c2ccccc2)CCOCC1)C1CC12CCN(C(=O)c1cc[n+]([O-])cc1)CC2 (stereo not drawn) | 1 | 9 | -0.1 | 1.7
O=C(NCc1cnn(-c2ccccc2)n1)c1cc(Cc2ccccc2)no1 | -17 | 3 | -0.1 | 1.0

Copied from the list:
FBW7 act result of CCC(=O)N1CCc2cc(S(=O)(=O)CCC(=O)Nc3ccc(C(=O)OC)cc3)ccc21 reads 0.1
MITF inh result of CCC(=O)Nc1c(C(=O)OC)sc2ccccc12 reads 12
GPR151 activ result of O=C(NCc1cnn(-c2ccccc2)n1)c1cc(Cc2ccccc2)no1 reads 1.0
MITF inh result of Cc1ccc(OCCCCN2C(=O)NC(C)(C)C2=O)c(I)c1 reads -3
FBW7 act result of O=C(CN1CCCN(Cc2ccc(F)cc2Cl)C1=O)N1CCCC1 reads -0.1
GPR151 activ result of O=C(Nc1cccc(F)c1)C1CCCN1C(=O)Nc1ccccc1 (stereo not drawn) reads -0.1

The results go on:
SMILES | TEAD-YAP block | MITF inh | FBW7 act | GPR151 activ
COc1cc(CNCc2ccccc2F)cc(OC)c1 | 10 | 28 | -0.1 | 0.3
Clc1ccc(Cl)c(Nc2nc(-c3ccc(I)cc3)cs2)c1 | 9 | 1 | 0.0 | 1.3
Fc1cccc(-c2cc3nccc(C4CCCNC4)n3n2)c1 (stereo not drawn) | -9 | 4 | 0.0 | -0.2
CCOc1ccc(NC(=O)N(C2CCCCC2)C2CCN(C(C)=O)CC2)cc1 | -3 | 11 | 0.1 | 0.3
Oc1ccc(-c2ccccc2)cc1CN1CCOCC1 | -8 | -11 | 0.0 | -0.1
CCSc1nnc(NC(=O)CSc2ncnc3c2cnn3-c2ccccc2)s1 | 1 | -16 | 0.2 | -0.8
CCOc1ccc(OCCOCCNC(C)C)cc1 | 7 | 8 | -0.1 | 1.0
C/C(Cl)=C/CN1C(=O)C2C3C=CC(C3)C2C1=O (stereo not drawn) | 0 | 0 | -0.1 | 1.2
CCOc1cccc(CN2CCCCC2c2cccnc2)c1O (stereo not drawn) | -20 | 5 | 0.4 | 2.1
CC1=C(C(N)=O)C(c2cccnc2)n2nc(-c3ccccc3Cl)nc2N1 (stereo not drawn) | 5 | 11 | 0.1 | 1.3
Cc1ccc(C2=[N+]([O-])C3(CCCCC/C3=N\NC(N)=S)N(O)C2(C)C)o1 (stereo not drawn) | 2 | 1 | -0.1 | 0.2
CCOCCCNC(=O)C1CCC(=O)N1C1CCCCC1 (stereo not drawn) | -1 | 7 | -0.1 | -1.8
COCCCNC(=O)c1cccc(C(=O)NCCCOC)c1 | 3 | 16 | -0.2 | 0.2
CC(=O)C1NS(=O)(=O)c2ccccc2C1=O (stereo not drawn) | 6 | 8 | 0.0 | 0.0
OC(/C=C/CN1CCCCC1)(c1ccccc1)c1ccccc1 | -6 | -4 | 0.0 | 1.4
CC1CC(=O)C2=C(C1)OC(N)=C(C#N)C21C(=O)Nc2ccc(Br)cc21 (stereo not drawn) | 9 | 14 | -0.1 | -0.2
CCC(NC(=O)c1cc(COc2ccc(OC)cc2Cl)on1)c1ccncc1 (stereo not drawn) | -24 | -5 | 0.0 | 1.1
